Bioassay records (PubChem)
PGC1a acetyl inh = modulators of PGC1a acetylation. U2OS PGC1a acetylation, AlphaScreen anti-acetyl-lysine; with virally co-expressed GCN5 acetyltransferase. inhibition, % at 15.6 µM. 350,000 compounds, 0.17% hits. AID 651687;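 active = every replicate shows inhibition of at least 40%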;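 note: 0% = neutral control wells and 100% = positive control wells; some results beyond the cut were filed as inactive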
GSIS activator = GLuc luminescence reporter in INS-1E cells, primary screen for activators of glucose-dependent secretion of insulin; INS-1E GLuc reporter insulin secretion, 2-3 h; activation, % at 16.6 µM; 370,000 compounds, 0.61% hits;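 active = lowest replicate activation of at least 40%, so every replicate reaches that level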;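 note: 0% = median of neutral control wells and 100% = median of IBMX positive control wells; some compounds called inactive have numbers as strong as hits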
LGR2 inh = blocks bursicon-induced cAMP signaling via Drosophila LGR2 | AID 720647 | inhibition, % at 9.99 µM | HEK293 LGR2, CRE-luciferase, bursicon-stimulated, 4 h | 380,000 compounds, 0.35% hits;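 active = drop in luminescence signal, shown as inhibition above about 50% in the replicate tests, limit read from the data, passing the limit was not always enough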;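 note: agonist challenge used bursicon conditioned medium at about half maximal strength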
PAX8 inh HTS = inhibitors of PAX8 transcriptional activity in RMG-I cells | RMG-I TPO-luciferase reporter, SteadyGlo, 24 h | inhibition, % at 12.6 µM | 360,000 compounds, 1.2% hits;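 active = mean replicate inhibition at least 60% with every replicate also reaching 60%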;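 note: luciferase light reporting Pax8 driven TPO promoter activity; plate controls were median of neutral control wells for no effect and mitoxantrone controls for full effect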
ARNT-TACC3 inh = ARNT/TACC3 interaction disruption; AlphaScreen His-ARNT PAS-B/GST-TACC3 binding, luminescence; TACC3 fragment carries E629A point mutation; inhibition, % at 9.99 µM; Q9Y6A5; 390,000 compounds, 0.66% hits; AID 623870;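 active = mean inhibition of replicates at least 50% and at least half of replicates each reaching 50%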;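 note: 0% = complete ARNT plus TACC3 wells and 100% = ARNT alone without TACC3; many hits fall short of the cut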
Cneo AK release = Cryptococcus neoformans lysis via adenylate kinase release; C. neoformans lysis, adenylate kinase release luminescence, 4 h; normalised: neutral wells 0, clomiphene wells 100; lysis activity, % at 15 µM; 360,000 compounds, 0.2% hits;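 active = mean lysis activity across replicates of at least 80%, whatever share of replicates individually reach that level; inactive = mean lysis activity below 80%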
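Assay system: log-phase C. neoformans yeast / Quantity: yeast cell density of 5 × 10^6 cells/mL / Medium: fresh YPD growth medium / Compound: single dose / Timing: static 4 h at 37 °C with compound, 1 h detection / Measured by: adenylate kinase release luminescence / Read-out: lysis from increased AK signal / Benchmarks: Clomiphene as positive lysis control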
PglD inh = PglD (C. jejuni) enzyme inhibition. 360,000 compounds, 0.098% hits. AID 602405. purified PglD enzyme, DTNB colorimetric CoA detection. inhibition, % at 12.5 µM; in the data active = inhibition above about 16%, passing the limit was not always enough; note: strong numbers were not always called active
Statin myotox sup = protects C2C12 myotubes from simvastatin toxicity; ATP luminescence, 48 h; scaled: DMSO 0, geranylgeraniol control 100; 330,000 compounds, 0.78% hits; rescue of ATP level, % at 7.49 µM;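 active = mean ATP rescue above about 67%, or every replicate alone reaching that limit, limit read from the data, passing the limit was not always enough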;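 note: myotubes were challenged with 10 µM simvastatin during compound exposure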
Active calls of the source: *; nt = no result given.

SMILES	PGC1a acetyl inh	GSIS activator	LGR2 inh	PAX8 inh HTS	ARNT-TACC3 inh	Cneo AK release	PglD inh	Statin myotox sup
O=C(CN1CCOCC1)N1CCCCN2[C@@H](CO)[C@@H](c3ccc(/C=C/c4ccccc4)cc3)[C@@H]2C1	-4	-13	4	17	0	1	8	-22
Cc1ccc(C(=O)OCC(=O)NCCNC(=O)COC(=O)c2ccc(C)s2)s1	nt	3	-4	-9	-1	5	4	-4
O=C(Cn1c(=O)oc2cc(S(=O)(=O)N3CCCC3)ccc21)NC1CCCCC1	3	4	-16	6	3	2	0	-1
O=C(CN1C(=O)NC(Cc2c[nH]c3ccccc23)C1=O)Nc1cccc(S(=O)(=O)N2CCCCCC2)c1 (stereo unspecified)	nt	-15	5	43	1	-1	7	-13
Clc1ccccc1C=NNc1ccccn1	7	2	-58	1	-3	10	2	5
Cc1noc(C)c1NC(=O)N(C)C[C@H]1Oc2ccc(NS(=O)(=O)c3cn(C)cn3)cc2CC(=O)N([C@H](C)CO)C[C@H]1C	5	0	-7	-7	-20	102*	-2	2
Cc1cccc(S(=O)(=O)N2C[C@H]3[C@@H](c4ccccc42)[C@H](CO)N3Cc2cccnc2)c1	-10	5	10	18	1	-4	0	2
Cc1cccc(NC(=O)CN2CCN(CC(=O)NCC3(N4CCCCC4)CCCCC3)CC2)c1C	nt	-3	-6	-6	7	nt	nt	nt

Next entries.
SMILES	PGC1a acetyl inh	GSIS activator	LGR2 inh	PAX8 inh HTS	ARNT-TACC3 inh	Cneo AK release	PglD inh	Statin myotox sup
CO[C@@H]1CN(C)C(=O)c2cc(NC(=O)c3ccccc3F)ccc2OC[C@@H](C)N(CC2CCOCC2)C[C@H]1C	5	0	-1	nt	-7	0	1	10
CC1(C)CC(=O)CC(C)(C)N1OC(=O)c1ccccn1	nt	nt	nt	nt	1	1	0	-2
CCSc1nc2c(c(=O)[nH]1)C(c1ccccn1)C1=C(CC(C)(C)CC1=O)N2 (stereo unspecified)	-3	nt	nt	-7	-2	0	2	nt
COc1ccc(S(=O)(=O)N(C)C[C@H]2Oc3c(NC(=O)CCCCCC(=O)Nc4ccccc4N)cccc3C(=O)N([C@@H](C)CO)C[C@@H]2C)cc1	2	-7	-12	5	nt	nt	nt	nt
Cc1cc(N2C(=O)c3ccc(C(=O)Nc4ccc(O)cc4C(=O)O)cc3C2=O)no1	nt	1	-8	nt	-5	-2	-2	-5
COc1cccc(CNCc2ccc(OC)cc2OC)c1	3	17	19	-31	-7	-3	-3	-5
C/C(CC(=O)Nc1ccc(Cl)cc1C(F)(F)F)=N\NC(=O)c1ccccn1	nt	-13	-3	-37	4	nt	nt	nt
C[C@]12c3[nH]c4ccccc4c3CCN1C(=O)C(CC(=O)NCC13CC4CC(CC(C4)C1)C3)C[C@@H]2C(=O)N1CCOCC1 (stereo partly specified)	nt	-46	-7	-5	3	1	1	1

Next section
SMILES	PGC1a acetyl inh	GSIS activator	LGR2 inh	PAX8 inh HTS	ARNT-TACC3 inh	Cneo AK release	PglD inh	Statin myotox sup
COCCc1ncc(CN2CCC(C(=O)Nc3ccc(-n4cccn4)cc3)CC2)cn1	0	-1	-6	-10	2	6	-5	3
Cc1cccc(N(CC(=O)Nc2ccccc2-c2ccccc2)S(=O)(=O)c2ccccc2)c1C	-14	-37	0	10	-3	nt	nt	nt
CC(C)SCC(=O)Nc1ncc2c(n1)-c1ccccc1CC2	13	20	-1	-8	3	nt	nt	-2
CCOC(=O)c1cnc(SCC(=O)N2CCN(C(=O)c3ccco3)CC2)nc1N	-14	1	10	nt	-1	nt	4	-15
Cc1ccc(C(=O)CC2(O)C(=O)N(Cc3ccccc3)c3ccccc32)o1 (stereo unspecified)	-1	nt	nt	nt	0	1	6	11
COc1cccc(C(=O)Nc2nnc(S(=O)(=O)N3CCCCC3)s2)c1	6	-25	13	0	29	1	-3	-14
Cc1cc(NC(=S)N(CCCN2CCOCC2)Cc2ccco2)ccc1Cl	nt	-5	0	11	-2	4	4	nt
COc1ccc(C(C)(C)C)cc1S(=O)(=O)N1CCC(C(N)=O)CC1	nt	32	1	-3	4	nt	nt	6

Remaining list, next part:
SMILES	PGC1a acetyl inh	GSIS activator	LGR2 inh	PAX8 inh HTS	ARNT-TACC3 inh	Cneo AK release	PglD inh	Statin myotox sup
O=C1CCc2nc3ccccc3c(=O)n2N1	6	nt	nt	nt	-12	5	-5	-6
CC1(C(=O)NS(=O)(=O)c2ccc(C#N)cc2)CCN1C(=O)c1cccc(F)c1 (stereo unspecified)	32	3	22	-3	nt	3	-3	9
COc1cc(OC)cc(-c2n[nH]c(=S)n2-c2ccc3c(c2)OCO3)c1	nt	25	-4	9	-2	nt	nt	nt
Cc1cc(C)c(NN=c2c(=O)c3ccccc3c2=O)c(C)c1	-8	nt	-18	nt	2	8	1	-13
COc1cc(SC)ccc1C(=O)Nc1ccc(S(=O)(=O)N2CCCC2)cc1	3	nt	nt	nt	-7	-2	0	0
CCOc1ccc(NS(=O)(=O)c2ccc(C(=O)NCC3(N(C)C)CCCCC3)cc2)cc1	7	-7	2	-7	-7	3	1	-38
Cc1ccc2c(CC(=O)Nc3c(C)n(C)n(-c4ccccc4)c3=O)coc2c1	-16	5	6	nt	-4	-1	-3	-13
Cc1ccc(S(=O)(=O)N2CCC(C)CC2)cc1C(=O)NCCN1CCOCC1	4	-10	0	6	-1	0	7	nt

Next part.
SMILES	PGC1a acetyl inh	GSIS activator	LGR2 inh	PAX8 inh HTS	ARNT-TACC3 inh	Cneo AK release	PglD inh	Statin myotox sup
CC1=Nn2c(nnc2-c2ccccc2F)SC1	9	nt	nt	-13	3	5	2	nt
CCCCSc1nc(N)c(NC(=O)c2ccco2)c(=O)[nH]1	nt	nt	-3	-39	0	-1	-2	21
COc1ccc(C=C(C#N)c2ccc(OC)cc2)cc1	-10	22	-70	-157	-3	-2	-2	10
CC(=O)c1sc(NC(=O)c2ccc(F)c(F)c2)nc1C	9	-17	nt	nt	-2	-2	-5	19
O=c1cc2n(c(=O)[nH]1)CCC1=C2CCCC1	-1	nt	nt	14	nt	-1	4	nt
CSCCC(NC(=O)c1ccc(C(C)(C)C)cc1)C(=O)OCC(=O)N1CCCC1=O (stereo unspecified)	2	-29	13	-12	-8	0	4	4
CCN(CC)C(=O)Cc1ccccc1	6	nt	nt	nt	-4	-2	0	-1
COC(=O)c1c(-c2ccc(Br)cc2)csc1NC(=O)Cc1ccc(OC)c(OC)c1	3	-30	-4	nt	0	2	2	-6

Continuation.
SMILES	PGC1a acetyl inh	GSIS activator	LGR2 inh	PAX8 inh HTS	ARNT-TACC3 inh	Cneo AK release	PglD inh	Statin myotox sup
CN1CCN(C(=O)CC2C(=O)NCCN2Cc2ccc(-c3ccccc3)cc2)CC1 (stereo unspecified)	2	4	15	-1	1	nt	nt	nt
CCOC(=O)C1CCN(S(=O)(=O)c2ccc(Cl)s2)CC1	-5	-17	-2	1	-4	-1	-5	0
COc1ccc(S(=O)(=O)N(C)C[C@@H]2OCCCC[C@H](C)Oc3ccc(NC(=O)C4CCCCC4)cc3C(=O)N([C@@H](C)CO)C[C@H]2C)cc1	-4	-14	2	18	2	1	1	nt
CCOc1ccc(CCNC(=O)c2cccc(N3CCCC3=O)c2)cc1OCC	12	nt	nt	-5	1	0	2	6
C/C(Cl)=C\Cn1c(Nc2ccc(C)cc2)nc2c1c(=O)n(C)c(=O)n2C	5	nt	nt	40	30	-1	0	3
COc1cc(/C=N/n2c(-c3n[nH]c4c3CCC4)n[nH]c2=S)cc(OC)c1O	-2	nt	-10	8	-6	nt	nt	11
Cc1ccc(S(=O)(=O)N(C)C[C@@H]2OCCCC[C@H](C)Oc3ccc(NC(=O)NC(C)C)cc3C(=O)N([C@H](C)CO)C[C@H]2C)cc1	5	-22	-8	4	-7	-3	7	nt
O=C(Nc1nnc(-c2ccco2)s1)c1ccccc1	-2	-6	24	nt	-3	-1	-3	17

More entries
SMILES	PGC1a acetyl inh	GSIS activator	LGR2 inh	PAX8 inh HTS	ARNT-TACC3 inh	Cneo AK release	PglD inh	Statin myotox sup
Cc1n[nH]c(C)c1S(=O)(=O)N1CCN(S(=O)(=O)c2ccccc2C#N)CC1	nt	nt	nt	-5	22	0	-8	3
COc1ccc(OC)c(S(N)(=O)=O)c1	-4	4	18	nt	-2	3	nt	4
O=C(c1ccco1)N1CCN(c2ccc([N+](=O)[O-])cc2F)CC1	0	20	-12	-46	-2	3	0	5
Cc1ccc(S(=O)(=O)N(C)C)cc1NC(=O)CN1C(=O)NC2(CCCCCCC2)C1=O	-2	-2	-8	8	-6	-1	1	nt
CCS(=O)(=O)n1nc(-c2ccccc2)nc1N	-4	27	nt	-5	0	-1	0	5
CCNC(=O)C1CCCN(Cc2ccc(C(=O)OCC)cc2)CC1 (stereo unspecified)	17	nt	-6	-3	nt	1	4	-2
Cc1cc(F)ccc1S(=O)(=O)Nc1ncnc2sc3c(c12)CCC3	nt	-19	-16	21	-1	nt	nt	nt
Cc1cc(NC(=O)CSc2nnc(NC(=O)C3CC(=O)N(c4ccccc4)C3)s2)no1 (stereo unspecified)	4	4	3	-2	-5	-1	3	15
C[C@H]1CCCCO[C@@H](CN(C)Cc2ccc(C(=O)O)cc2)[C@@H](C)CN([C@@H](C)CO)C(=O)c2cc(NC(=O)C3CCCCC3)ccc2O1	1	-4	10	3	21	1	3	nt

Hits appear at their usual frequency; about 2.9% have a hit in one of these screens.
